GSH fluor – GSH bead compound fluorescence profile. GSH beads flow cytometry, compound fluorescence 488/530 nm; active compounds read high. fluorescence (KMESF) at 10 µM. actives 0.25% (n = 190,000); in the data active = fluorescence above about 89;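 also: glutathione beads carrying GST-tagged Bcl family fusion proteins plus one bare bead set; values are compound well signal with DMSO vehicle wells as background; inactives centre near 16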
Mcl1 Bid PPI – Mcl-1/Bid interaction inhibition; inhibition, % at 21.7 µM; AID 1021; Q07820; TR-FRET Mcl-1/Bid-Dy647 peptide binding, 1536-well; actives 0.97% (n = 220,000);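 active = compounds that cut the binding signal by more than half at the single screening dose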;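 also: His-tagged Mcl-1 with europium anti-His antibody binding Bid BH3 peptide; 0% = Mcl-1 plus peptide wells and 100% = peptide-only wells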
Target sequence (Q07820 whole entry, looked up): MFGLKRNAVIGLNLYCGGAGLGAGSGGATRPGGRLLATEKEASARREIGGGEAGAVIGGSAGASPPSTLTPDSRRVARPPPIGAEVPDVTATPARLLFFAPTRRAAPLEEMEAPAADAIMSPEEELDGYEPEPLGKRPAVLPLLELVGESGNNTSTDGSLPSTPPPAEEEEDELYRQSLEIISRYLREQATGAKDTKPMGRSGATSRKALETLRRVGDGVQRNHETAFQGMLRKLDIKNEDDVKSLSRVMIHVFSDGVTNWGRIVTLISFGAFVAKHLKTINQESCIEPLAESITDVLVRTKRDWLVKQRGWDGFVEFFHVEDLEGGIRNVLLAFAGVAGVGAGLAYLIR
Avidin bead fluor – avidin bead compound fluorescence profile. Avidin beads, compound fluorescence 488/530 nm, flow cytometry; active compounds read high. fluorescence (KMESF) at 10 µM. actives 0.38% (n = 220,000). AID 1775; in the data active = fluorescence above about 47; also: inactives centre near 10
HRas wt GTP bind – changes GTP binding to wildtype human HRas; P01112; GST-Ras wt beads, Bodipy-FL-GTP binding, flow cytometry; actives lie on both sides; GTP binding activity, % at 10 µM; actives 0.14% (n = 190,000); AID 759;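 active = GTP binding activity at least 20% away from the 100% baseline, either lowered as inhibitor or raised as activator; inconclusive = flagged as likely green fluorescent, judged across all proteins in the well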;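 also: 0% = unlabeled GTP competition control and 100% = no-compound control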
Target sequence (P01112 whole entry, looked up): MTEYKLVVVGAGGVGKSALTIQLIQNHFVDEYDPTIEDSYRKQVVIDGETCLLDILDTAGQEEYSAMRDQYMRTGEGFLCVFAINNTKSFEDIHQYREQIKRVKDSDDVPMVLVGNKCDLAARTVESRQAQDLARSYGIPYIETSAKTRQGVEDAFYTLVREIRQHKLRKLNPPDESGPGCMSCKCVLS
Rac1 wt modul – alters GTP binding to wildtype human Rac1; GST-Rac1 beads, fluorescent GTP binding, flow cytometry; actives lie on both sides; 0 = cold GTP competed, 100 = untreated; GTP binding activity (% of control), % at 10 µM; actives 0.27% (n = 190,000);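 active = GTP binding activity at least 20 points away from the 100% control level, either lower or higher; inconclusive = compound flagged as likely green fluorescent, judged across all proteins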
Rab7 wt GTP bind – alters GTP binding to wildtype dog Rab7. AID 758. GST-Rab7 beads, fluorescent GTP binding, flow cytometry; actives lie on both sides; untreated = 100%, excess cold GTP = 0%. GTP binding activity (percent of control), % at 10 µM. actives 0.055% (n = 190,000);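 active = fluorescent GTP binding to Rab7 beads changed by at least 20 points from the 100% baseline, either direction, mostly lower; inconclusive = compound itself probably fluorescent, or too few beads counted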;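 also: median green fluorescence of bound Bodipy-FL-GTP per Rab7 bead population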
Pf gamet viab – kills late stage P. falciparum gametocytes. P. falciparum stage V gametocytes, ATP luminescence, 24 h. inhibition, % at 10.9 µM. actives 0.065% (n = 150,000). AID 743093;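 active = inhibition above the mean plus 3 SD of compounds within the control limits, set per campaign, cut at about 38% in these data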;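 also: 0% = DMSO wells and 100% = medium only without gametocytes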
Mcl1 Noxa PPI – disrupts binding of human Mcl-1 to Noxa peptide; Q07820; TR-FRET Mcl-1/Noxa peptide binding, 2 h; inhibition, % at 21.7 µM; actives 1.5% (n = 220,000);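 active = compounds that cut the protein-peptide binding signal by more than 50% relative to plate controls in a single-dose test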;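 also: His-tagged Mcl-1 with rhodamine Noxa BH3 peptide and terbium anti-His antibody; 0% = Mcl-1 plus Noxa peptide wells and 100% = peptide-only wells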
Rac1 act GTP bind – human Rac1 activated mutant GTP binding change. GST-Rac1 activated beads, fluorescent GTP binding, flow cytometry; actives lie on both sides; 100% means binding = to untreated wells. percent activity (GTP binding), % at 10 µM. actives 0.11% (n = 190,000);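 active = GTP binding at least 20 percentage points away from the 100% baseline, in either direction, so actives lie on both sides; inconclusive = Compound likely fluorescent itself, or too few beads counted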
Rab2A wt mod – changes GTP binding to wildtype dog Rab2A, up or down. AID 760. GTP binding activity, % at 10 µM. actives 0.19% (n = 190,000). P61105. GST-Rab2 wt beads, Bodipy-GTP binding, flow cytometry;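 active = GTP binding activity at least 20 points away from 100%, either lowered or raised; inconclusive = signal likely due to the compound's own green fluorescence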;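 also: 0% = beads with excess unlabeled GTP and 100% = no-compound control corrected for plate trend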
Cdc42 wt GTP – modulators (inhibitors or activators) of GTP binding to human Cdc42 wildtype. percent activity (GTP binding), % at 10 µM. actives 0.2% (n = 190,000). GST-Cdc42 beads, Bodipy-GTP binding, flow cytometry; actives lie on both sides;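 active = percent activity GTP binding at least 20 points away from the 100% baseline, either down as inhibitor or up as activator; inconclusive = compound flagged as likely green fluorescent from well-wide comparison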;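 also: median bead fluorescence of bound Bodipy-FL-GTP at 100 nM; 0% = excess unlabeled GTP control and 100% = no compound control; below 100% means less GTP binding so inhibitor and above means activator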
Target sequence (P60953 whole entry, looked up): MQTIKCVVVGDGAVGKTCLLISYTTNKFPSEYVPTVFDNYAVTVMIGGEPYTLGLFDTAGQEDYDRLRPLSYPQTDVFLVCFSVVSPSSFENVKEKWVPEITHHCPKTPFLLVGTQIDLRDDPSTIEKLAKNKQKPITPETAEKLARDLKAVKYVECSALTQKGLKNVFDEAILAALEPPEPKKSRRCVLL
An asterisk follows results filed as active; ? = inconclusive; . = not tested or not shown; & = joins results of further samples.

SMILES	GSH fluor	Mcl1 Bid PPI	Avidin bead fluor	HRas wt GTP bind	Rac1 wt modul	Rab7 wt GTP bind	Pf gamet viab	Mcl1 Noxa PPI	Rac1 act GTP bind	Rab2A wt mod	Cdc42 wt GTP
COC(=O)c1ccc(NC(=O)C23CC4CC(C2)CC(n2cncn2)(C4)C3)cc1	19	4	7	103	106	97	18	-7	99	101	101
Cc1ccc(S(=O)(=O)N2CCN(C(=O)c3cc4c(C)nn(-c5ccccc5)c4s3)CC2)cc1	14	0	17	105	98	103	14	-7	97	103	102
O=C(c1ccc(N2C(=O)C3CC=C(Cl)CC3C2=O)cc1)N1CCCCC1 (centres undefined)	39	13	6	97	100	93	.	-10	96	98	95
Cc1nn(CC(=O)Nc2ccc(Cl)cn2)c(C)c1[N+](=O)[O-]	39	5	8	103	107	100	.	7	101	101	105
CCOc1ccccc1-c1nc(-c2ccncc2)no1	28	-4	13	100	105	103	20	-6	99	100	99
CN1/C(=C\C=N\NC(=O)c2ccc(O)cc2)C(C)(C)c2ccccc21	4	-98	11	103	107	105	-5	-3	104	102	101
COc1ccc(-c2nc(C#N)c(NCCc3ccccc3)o2)cc1	22	-22	34	102	111	98	-9	4	100	101	106
CN1[C@@H]2CC(OC(=O)[C@H](CO)c3ccccc3)C[C@H]1[C@@H]1O[C@@H]12 (some centres undefined)	20&20	16&18	8&10	101&100	105&104	103&99	.	6&14	101&98	99&100	102&101
Cc1ccc(NC(=S)N(CCN2CCOCC2)Cc2cc3cc4c(cc3[nH]c2=O)OCO4)cc1	19	-85	5	95	96	97	-20	9	95	95	95
COc1ccc(C(=O)N/C(=C\c2cccs2)c2nc3ccccc3[nH]2)cc1OC	15	-3	31	94	96	95	.	-8	93	96	94
CC(C)C(=O)N1CCN(c2ccccc2NC(=S)NC(=O)c2cccs2)CC1	15	-45	9	97	97	103	.	21	95	97	100
O=C(Nc1ccc(Cl)cc1)N1CCSCC1	33	-18	14	100	103	102	.	25	99	100	101
CCN(CC)S(=O)(=O)c1ccc(Cl)c(C(=O)NCc2ccco2)c1	18	-35	11	93	97	97	.	-3	95	99	96
Cc1ccc(N2C(=O)C3C(C2=O)C2C=CC3C23CC3)cc1 (centres undefined)	12	-12	7	101	105	101	-7	19	101	105	104
CC(c1nnc(SCC(=O)Nc2sccc2C#N)n1-c1ccc(Cl)cc1)N(C)C (centres undefined)	9	-31	14	103	100	102	.	-4	95	102	101
Cc1cccc(C(=O)Nc2nnc(C3=COCCO3)o2)c1	13	-20	11	93	95	97	-32	16	95	98	97
Cc1cc(N)n2ncc(-c3ccccc3)c2n1	30	-2	13	98	97	100	-8	11	97	97	97
CC(C)(C)n1nnnc1C(c1cccc(C#N)c1)N1CCCCCC1 (centres undefined)	12	-2	11	102	104	99	.	-3	99	103	103
COCCN(C(=O)CSc1nnc(-c2cccc(C)c2)n1C)c1c(N)n(Cc2ccccc2)c(=O)[nH]c1=O	11	-30	9	99	99	101	-6	6	96	99	97
C(=C\c1nnc(-c2cccs2)o1)/c1ccccc1	11	-15	10	100	98	99	.	-5	98	97	99
O=c1ccn(Cc2ccccc2Cl)cc1	22	-9	18	?	?	?	.	6	?	?	?
COc1ccccc1CNC(=O)C(=O)NCC1OCCN1S(=O)(=O)c1ccc2c(c1)OCCO2 (centres undefined)	15	-1	7	99	104	97	.	0	99	101	99
CN(CC(=O)NCc1ccccn1)S(=O)(=O)c1ccccc1	25	-25	9	100	100	103	.	0	98	103	99
CC(C)NC(=O)c1ccc(Sc2ccccc2)c([N+](=O)[O-])c1	33	-18	7	98	106	97	12	6	99	101	101
CC[C@H](C)C(C(=O)N1CCN(C(=O)OC(C)(C)C)CC1)n1cc(C(CO)NC(=O)OC(C)(C)C)nn1 (some centres undefined)	21	-4	6	96	97	97	-11	-10	96	97	97

Remaining list, next part
SMILES	GSH fluor	Mcl1 Bid PPI	Avidin bead fluor	HRas wt GTP bind	Rac1 wt modul	Rab7 wt GTP bind	Pf gamet viab	Mcl1 Noxa PPI	Rac1 act GTP bind	Rab2A wt mod	Cdc42 wt GTP
CC(C)CNC(=O)CC(=O)N/N=C/c1cccs1	22	-2	10	98	100	97	12	-2	100	98	99
O=c1cc(CO)oc(CN2CCN(CCO)CC2)c1O	17	-37	23	97	101	96	0	-12	98	99	100
COc1ccc(OC)c(C(c2nnnn2CC2CCCO2)N2CCN(C)CC2)c1 (centres undefined)	14	11	11	104	115	104	-7	9	103	107	108
COc1ccc(CNC(=O)CN(c2ccccc2)S(=O)(=O)N(C)C)cc1	11	-13	2	94	94	96	-4	22	92	97	96
COc1ccccc1NC(=O)CN1CCC(C(=O)c2ccc(F)cc2)CC1	9	-18	.	99	101	100	3	3	96	95	100
Cc1cc(C(=O)COC(=O)CN(C)S(=O)(=O)c2ccc(Cl)cc2)c(C)n1Cc1cccs1	12	-10	7	97	98	100	.	14	95	97	97
Cc1ccc(N(C(C)C(=O)Nc2cc(Cl)ccc2Oc2ccccc2)S(C)(=O)=O)cc1 (centres undefined)	34	-9	14	99	99	100	-17	-1	100	98	101
COc1ccc(Cl)cc1NC(=O)N1CCN(C2CCCCC2)CC1	37	-9	6	101	103	101	.	3	100	101	99
O=C(NCCCCc1ccccc1)C1CC(c2ccccc2[N+](=O)[O-])=NO1 (centres undefined)	34	8	14	100	103	97	.	100*	100	100	100
O=C(CCC(=O)N1CCOCC1)c1ccc(F)cc1	11	-17	5	97	103	97	-8	-2	98	96	96
COc1ccc(OCCCN2CCCCCC2)cc1	20	-26	34	99	100	99	.	4	99	98	99
O=C(Nn1c(SCc2cccc([N+](=O)[O-])c2)nc2ccccc2c1=O)c1ccccc1	6	-14	4	97	100	99	-31	7	94	93	97
O=C(c1ccc(N2CCCC2=O)cc1)N1CCOCC1	23	-24	11	105	103	97	12	27	99	104	104
CCc1ccc(C(=O)NN(C(=O)c2ccc(CC)cc2)C(C)(C)C)cc1	12	2	19	99	96	97	9	20	95	98	95
Cc1ccc(C(=O)N(Cc2nc3ccccc3c(=O)[nH]2)C2CCCC2)cc1	10	-6	14	95	92	99	.	7	92	92	92
O=C1N(c2ccc(Cl)cc2)C(c2ccc(Cl)cc2)N2CCCN12 (centres undefined)	19	-7	8	101	105	101	-11	22	99	100	101
CC(C)Cc1nnc(NC(=O)CN2C(=O)c3ccccc3C2=O)s1	17	-9	9	91	95	94	-4	15	92	89	94
O=C(Nc1ccc2c(c1)OCO2)C1CCN(C(=O)c2ccc([N+](=O)[O-])cc2)CC1	14	-35	23	96	99	102	0	7	95	94	96
COCCCNC(=O)CNC(=S)N(Cc1ccccc1F)C1CCCCC1	36	-32	12	98	99	99	-24	6	97	95	97
Cc1nc2ccccc2c(=O)n1NCc1cccs1	33	-8	10	99	97	97	.	5	97	97	98
Cc1ccc(OCC(=O)NNC(=O)C(=O)NC(C)(C)C)cc1	18	0	8	99	106	99	10	29	98	100	100
COc1ccc(Br)cc1C1CC(=O)N2CN(C)CSC2=C1C#N (centres undefined)	24	-4	5	99	97	102	.	9	98	99	97
Cc1scc(C(=O)NNC(=S)NCc2ccccc2)c1C	5	-68	2	96	101	95	.	19	100	99	100
CC(=O)C1=C(O)C(=O)N(c2cccc(C(=O)O)c2)C1c1ccc(F)cc1 (centres undefined)	11	-119	5	99	104	100	20	2	100	101	105
Fc1ccccc1CSc1ccc(-c2ccco2)nn1	11	-11	15	98	101	102	.	-4	94	100	98

Some of these compounds in order of the Rab7 wt GTP bind value, largest number first:
SMILES | Rab7 wt GTP bind
CC(c1nnc(SCC(=O)Nc2sccc2C#N)n1-c1ccc(Cl)cc1)N(C)C (centres undefined) | 102
COCCCNC(=O)CNC(=S)N(Cc1ccccc1F)C1CCCCC1 | 99
COC(=O)c1ccc(NC(=O)C23CC4CC(C2)CC(n2cncn2)(C4)C3)cc1 | 97

(continued)
SMILES	GSH fluor	Mcl1 Bid PPI	Avidin bead fluor	HRas wt GTP bind	Rac1 wt modul	Rab7 wt GTP bind	Pf gamet viab	Mcl1 Noxa PPI	Rac1 act GTP bind	Rab2A wt mod	Cdc42 wt GTP
CCc1nc2oc(C(=O)c3ccccc3)c(N)c2c2c1COC(C)(C)C2	27	-7	27	101	102	98	.	2	100	101	99
c1ccc(C2=Nc3ccccc3NC(c3ccccc3)C2)cc1 (centres undefined)	20	-57	7	107	105	99	.	-2	102	107	107
COc1ccccc1-c1noc(CSc2nc(N)cc(=O)[nH]2)n1	11	-21	11	98	95	96	-4	6	96	98	94
Cc1ccc(C(C)(C)C)c(OCCN2CCCC2)c1	14	9	6	108	107	109	23	16	103	104	102
Cc1cnc(NC(=O)COc2cccc3c2OC(C)(C)C3)s1	19	7	6	101	102	93	-1	18	99	103	103
Cc1ccccc1CSCc1nc2ccccc2[nH]1	11	12	15	98	99	98	24	5	100	96	97
Cc1nn(CCCC(=O)Nc2nccs2)c(C)c1[N+](=O)[O-]	13	-10	6	105	106	97	4	15	103	102	101
COc1ccc(OCC(=O)NNC(=O)c2cccc(S(=O)(=O)N(C)C)c2)cc1	11	-27	22	97	101	97	-7	7	99	98	101

Part of the list above, with each value named.
Cc1cnc(NC(=O)COc2cccc3c2OC(C)(C)C3)s1
  GSH fluor = 19
  Mcl1 Bid PPI = 7
  Avidin bead fluor = 6
  HRas wt GTP bind = 101
  Rac1 wt modul = 102
  Rab7 wt GTP bind = 93
  Pf gamet viab = -1
  Mcl1 Noxa PPI = 18
  Rac1 act GTP bind = 99
  Rab2A wt mod = 103
  Cdc42 wt GTP = 103
CCc1nc2oc(C(=O)c3ccccc3)c(N)c2c2c1COC(C)(C)C2
  GSH fluor = 27
  Mcl1 Bid PPI = -7
  Avidin bead fluor = 27
  HRas wt GTP bind = 101
  Rac1 wt modul = 102
  Rab7 wt GTP bind = 98
  Pf gamet viab = .
  Mcl1 Noxa PPI = 2
  Rac1 act GTP bind = 100
  Rab2A wt mod = 101
  Cdc42 wt GTP = 99
c1ccc(C2=Nc3ccccc3NC(c3ccccc3)C2)cc1 (centres undefined)
  GSH fluor = 20
  Mcl1 Bid PPI = -57
  Avidin bead fluor = 7
  HRas wt GTP bind = 107
  Rac1 wt modul = 105
  Rab7 wt GTP bind = 99
  Pf gamet viab = .
  Mcl1 Noxa PPI = -2
  Rac1 act GTP bind = 102
  Rab2A wt mod = 107
  Cdc42 wt GTP = 107
Cc1ccc(C(C)(C)C)c(OCCN2CCCC2)c1
  GSH fluor = 14
  Mcl1 Bid PPI = 9
  Avidin bead fluor = 6
  HRas wt GTP bind = 108
  Rac1 wt modul = 107
  Rab7 wt GTP bind = 109
  Pf gamet viab = 23
  Mcl1 Noxa PPI = 16
  Rac1 act GTP bind = 103
  Rab2A wt mod = 104
  Cdc42 wt GTP = 102

Screens from PubChem.
